TrxR1 substrate – is turned over as a substrate by rat TrxR1 | hit rate 0.01% among 390,000 | O89049 | purified TrxR1 substrate turnover, NADPH consumption readout | Potency, µM (series often up to 114 µM), without a hit: top-dose activity change, negative = substrate turnover; further: on the % scale 0 is the no-effect control and ±100 the full control effect; nearly all actives have a fitted effect of over 50% in size
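Rat TrxR1, dispensed at 90 nM, was prereduced with 400 uM NADPH (final) for 5 min at ~22 deg C, then incubated with compound 15 min before 400 uM selenite. A first-read NADPH fluorescence drop versus no-compound background flagged substrates.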
rTrxR1 inhibitor – blocks rat thioredoxin reductase 1 | recombinant rTrxR1, NADPH fluorescence consumption, selenite substrate | Potency, µM (titrated, usually from 114 µM), for the others: top-dose activity change, negative = inhibition, usual class: inhibitors | hit rate 1% among 390,000 | O89049; further: on the % scale 0 is the no-effect control and ±100 the full control effect; nearly all actives have a fitted effect of over 65% in size
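Rat TrxR1 (90 nM in the dispensed reagent) was pre-reduced with 400 uM NADPH for 5 min at room temperature, then incubated with compound for 15 min. After 400 uM selenite was added, NADPH fluorescence (Ex 340/Em 450 nm) was followed for 8 min.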
IDH1 R132H inh – inhibitors of human mutant IDH1 R132H; AID 602179; O75874; Potency, µM (series often up to 76.6 µM), without a hit: at the top dose activity change, negative = inhibition, actives largely listed as inhibitors; IDH1-R132H enzyme, NADPH consumption, diaphorase/resazurin fluorescence; hit rate 0.093% among 390,000; further: on the % scale 0 is the no-effect control and ±100 the full control effect; nearly all actives have a fitted effect of over 65% in size
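IDH1-R132H (0.5 ug/mL) preincubated 30 min with compound, then NADPH (0.016 mM) and alpha-KG (2 mM) added; 80 min at RT, pH 7.5. Remaining NADPH coupled via diaphorase/resazurin to fluorescence (540/590 nm); concentration-response curves normalized to no-enzyme control.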
USP1-UAF1 inh – inhibitors of human USP1/UAF1 deubiquitinase. recombinant USP1/UAF1, Ub-Rhodamine cleavage fluorescence. Potency, µM (highest dose often 57.1 µM), inactives show at the highest dose activity change, negative = inhibition, most hits filed as inhibitors. hit rate 0.23% among 390,000. AID 743255; further: on the % scale 0 is the no-effect control and ±100 the full control effect; nearly all actives have a fitted effect of over 60% in size; inactives centre near -12
Target sequence (O94782 whole entry, looked up): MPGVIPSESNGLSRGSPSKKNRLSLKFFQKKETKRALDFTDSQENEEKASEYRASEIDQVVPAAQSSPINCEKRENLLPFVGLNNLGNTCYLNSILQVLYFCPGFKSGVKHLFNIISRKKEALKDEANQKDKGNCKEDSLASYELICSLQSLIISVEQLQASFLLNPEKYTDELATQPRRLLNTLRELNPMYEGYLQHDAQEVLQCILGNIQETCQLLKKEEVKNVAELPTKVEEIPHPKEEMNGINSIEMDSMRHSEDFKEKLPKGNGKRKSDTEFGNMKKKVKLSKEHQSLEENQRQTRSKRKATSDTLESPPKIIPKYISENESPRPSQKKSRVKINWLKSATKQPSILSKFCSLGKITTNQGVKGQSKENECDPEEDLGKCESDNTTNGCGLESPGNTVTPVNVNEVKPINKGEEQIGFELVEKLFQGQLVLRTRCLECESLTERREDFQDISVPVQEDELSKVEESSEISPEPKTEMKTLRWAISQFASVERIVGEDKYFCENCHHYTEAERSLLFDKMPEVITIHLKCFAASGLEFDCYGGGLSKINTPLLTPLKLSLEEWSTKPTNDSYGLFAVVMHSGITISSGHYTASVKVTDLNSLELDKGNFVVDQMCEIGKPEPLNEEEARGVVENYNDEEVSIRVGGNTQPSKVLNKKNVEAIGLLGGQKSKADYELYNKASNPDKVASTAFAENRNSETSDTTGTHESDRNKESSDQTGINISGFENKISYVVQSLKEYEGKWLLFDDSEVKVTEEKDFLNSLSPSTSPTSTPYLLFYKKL
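USP1/UAF1 complex (1 nM) preincubated 15 min at room temperature with compound, then Ub-Rho substrate (150 nM final) added. Kinetic fluorescence at 480/540 nm over 6 reads at 60 s intervals; 50 mM HEPES pH 7.8, 0.5 mM EDTA, 0.1 mg/ml BSA, 1 mM TCEP, 0.01% Tween-20.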
RXFP1 ag – RXFP1 (human) receptor agonism. Q9HBX9. HEK293T-RXFP1 cAMP TR-FRET, 30 min; response scale: percent of porcine relaxin response, buffer zero. Potency, µM (top dose mostly 57.5 µM), without a hit: at the top dose activation, hits mostly activators. hit rate 0.3% among 370,000; further: on the % scale 0 is the no-effect control and ±100 the full control effect; nearly all actives have a fitted effect of over 60% in size; many of its hits are not listed in these tables
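cAMP rise read by TR-FRET after 30 min, 37C compound exposure (up to 58 uM) in RXFP1-transfected HEK293 cells with Ro 20174 present. EC50 from Hill-equation fits, with 29 nM porcine relaxin as 100% and buffer as basal.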
ALOX12 inh – ALOX12 (human) lipoxygenase inhibition | purified 12hLO, xylenol orange hydroperoxide absorbance | Potency, µM (series often up to 108 µM), inactives show at the top dose activity change, negative = inhibition, actives largely listed as inhibitors | P18054 | hit rate 1.1% among 580,000; further: on the % scale 0 is the no-effect control and ±100 the full control effect
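Purified human 12hLO at 150 nM in 25 mM Hepes, 0.01% Triton X-100, pH 7.0, preincubated 15 min at room temperature with compound. Reaction started with 40 uM arachidonic acid, 30 min at room temperature. Hydroperoxide measured by Fe-xylenol orange, 573/405 nm absorbance ratio.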
Vif-APOBEC3F blk – Vif-A3F binding inhibition | hit rate 0.2% among 390,000 | HeLa A3F-eYFP + Vif (tagged APOBEC3F with the HIV-1 protein that degrades it), YFP fluorescence increase | AID 602313 | Potency, µM (doses to about 46.1 µM), for inactives: top-dose activity, negative = active; further: % of control where 0% means no effect; nearly all actives have a fitted effect of over 65% in size
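HeLa cells stably expressing A3F-eYFP plus Vif, plated and incubated overnight at 37 deg C, then exposed to compounds overnight at 37 deg C. Blocked degradation read as raised yellow fluorescence (Ex 488/Em 500-530).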
RGS4 inhibitor – human RGS4 inhibition; Potency, µM (series often up to 114 µM), without a hit: at the highest dose activity change, negative = inhibition, usual class: inhibitors; P49798; Transcreener GDP fluorescence polarization, RGS4-accelerated GTP hydrolysis; hit rate 0.039% among 390,000; further: on the % scale 0 is the no-effect control and ±100 the full control effect; nearly all actives have a fitted effect of over 75% in size; some results filed as inactive show a strong effect at the top dose
Target sequence (P49798 whole entry, looked up): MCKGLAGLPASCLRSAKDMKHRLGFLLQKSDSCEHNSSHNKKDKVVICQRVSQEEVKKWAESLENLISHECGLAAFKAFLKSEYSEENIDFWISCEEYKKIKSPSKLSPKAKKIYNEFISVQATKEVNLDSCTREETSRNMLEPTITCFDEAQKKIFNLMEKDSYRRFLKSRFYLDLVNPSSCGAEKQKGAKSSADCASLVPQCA
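MLSMR compounds (23 nl, pin-transferred) preincubated 10 min at room temperature with a 500nM (2x) first reagent, then RGS4 at 900nM (2x) plus Transcreener GDP mix added; fluorescence polarization (620/688 nm) read before and after 90 min at 30 °C.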
Vif-APOBEC3G blk – inhibitors of Vif-APOBEC3G interaction; HeLa A3G-eYFP + Vif (tagged APOBEC3G with the HIV-1 protein that degrades it), YFP fluorescence, overnight; Potency, µM (doses to about 46.1 µM), inactives show top-dose activity, negative = active, usual class: inhibitors; hit rate 0.076% among 410,000; AID 602310;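 further: on the % scale 0 is the no-effect control and ±100 the full control effect; nearly all actives have a fitted effect of over 60% in size; hits raise eYFP signal because A3G escapes Vif-driven loss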
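HeLa cells stably expressing Vif and C-terminally eYFP-tagged A3G, seeded overnight at 37 deg C, then exposed to compound by pintool overnight at 37 deg C. Rise in yellow fluorescence (Ex 488/Em 500-530, Acumen) marks blocked Vif-driven A3G degradation.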
* hit, by the source's call; ? = inconclusive; / = no result given; & = joins results of further samples; [ ] = remark or other dose. The call rests on the fitted dose curve; in most records, active means well fitted curve in the direction sought with a large enough effect; inconclusive means small, poorly fitted or top-dose-only effect, or another doubt; inactive means no such curve, though single readings can be large; an effect the other way counts as inactive or inconclusive. Potency means the concentration at half of the fitted maximal effect.

SMILES	TrxR1 substrate	rTrxR1 inhibitor	IDH1 R132H inh	USP1-UAF1 inh	RXFP1 ag	ALOX12 inh	Vif-APOBEC3F blk	RGS4 inhibitor	Vif-APOBEC3G blk
O=c1cc(-c2ccccc2)[nH]c2[nH]n(-c3ccccc3)c(=O)c12	-7.6%	-7.1%	3.8%	-10.5%	-1.6%	?	-3.2%	-42.7%	0.1%
COc1cccc(NC(=O)CN2C(=O)NC(c3ccccc3)(c3ccccc3)C2=O)c1	9.2%	16.3%	2.1%	-14.0%	0.1%	-13.8%	2.0%	-1.0%	-3.2%
COc1ccc(-c2nn(-c3ccccc3)cc2/C=C2/SC(=S)N(CCC(=O)O)C2=O)cc1	11.0%[57.1 µM]	6.8%[57.1 µM]	-21.4%	-19.1%	0.5%	?	?	?	-7.8%
CCCCNCC(O)(c1ccc(Cl)cc1)c1ccc(Cl)cc1	8.3%	20.9%	5.1%	-3.5%	3.8%	-8.6%	-2.2%	-12.7%	2.0%
CC(C)NC(=O)C(C)N1CCN(S(=O)(=O)c2ccc3ccccc3c2)CC1 (configuration not stated)	3.4%	17.3%	14.7%	1.8%	-1.4%	1.41µM*	7.6%	-18.2%	1.2%
CC1=C(C#N)C(=O)NC(=O)/C1=C/c1ccc(-c2ccc(S(N)(=O)=O)cc2)o1	2.9%	8.91µM*	13.8%	?	1.6%	3.8%	-7.8%	?	-6.1%
O=C(N/N=C/c1ccc(F)c(F)c1)c1cc2c(s1)-c1ccccc1CC2	91.9%[activator][57.1 µM]	34.0%[activator][57.1 µM]	-13.2%	0.8%	2.7%	7.7%	-0.5%	?	0.8%
CCOc1cc(C(=O)N2CCC(CC3CC(c4cccc(Br)c4)=NO3)(C(=O)NCC3CCCCC3)CC2)cc(OCC)c1OCC (configuration not stated)	-9.9%	7.4%	4.8%	-21.3%	-0.4%	-2.5%	-4.1%	-5.1%	-6.5%
CC(=O)N1c2ccc(S(=O)(=O)N3CCC(C(=O)NCc4ccc(N(C)C)cc4)CC3)cc2CC1C (configuration not stated)	0.0%	25.6%	-3.5%	-13.8%	0.5%	-1.2%	-5.3%	-15.3%	0.8%
O=S(=O)(c1cccc(Cl)c1Cl)N1CCCCC1	5.4%	25.8%	1.6%	-14.0%	0.9%	-0.1%	4.4%	11.0%	-0.4%
COc1cc(/C=C2/C(=O)NN(c3cccc(Cl)c3)C2=O)cc(OC)c1O	-10.0%	?	24.6%	?	-0.5%	-20.5%	-8.9%	-50.3%	-0.8%
Cc1cc2cc(CNC(=O)c3ccc(S(=O)(=O)N4CCOCC4)cc3)ccc2n1C	2.3%[57.1 µM]	13.7%[57.1 µM]	3.5%	0.0%	0.7%	-24.3%	0.7%	-22.0%	4.3%
CC(=O)Nc1ccccc1C(=O)C(=O)Nc1cccc(C(=O)NCC2CCCO2)c1 (configuration not stated)	4.7%	1.9%[57.1 µM]	2.2%	3.9%	-0.6%	-8.2%	-0.7%	6.8%	3.2%
CN1c2ccccc2C(O)=C(C(=S)Nc2ccccc2)S1(=O)=O	?	?	12.6%	-5.4%	-0.1%	?	6.5%	10.0%	-3.8%
O=C(C[C@H]1C[C@H](C(=O)N2CCOCC2)[C@@]2(CCC3CCCC3)c3[nH]c4cc(-c5ccco5)ccc4c3CCN2C1=O)NCCN1CCOCC1	32.8%	14.9%	3.5%[38.3 µM]	-33.0%	/	44.7µM*	-4.7%	-47.6%	-25.9%
NC1=C(c2ccc([N+](=O)[O-])cc2)C(=O)CO1	1.0%	6.2%[57.1 µM]	3.2%	1.1%	0.2%	-4.1%	-3.5%	-10.2%	1.7%
COc1cc2[nH]c(=O)n(CCCCCC(=O)N3CCN(c4cccc(C(F)(F)F)c4)CC3)c(=O)c2cc1OC	-0.6%	9.0%	34.4%	-2.4%	-0.1%	?	1.0%	12.1%	-20.6%
CC(=O)c1cccc(S(=O)(=O)NCC2CCCCC2)c1	9.6%[57.1 µM]	7.6%[57.1 µM]	17.4%	-15.9%	0.8%	1.4%	5.6%	6.0%	-2.7%
CN1CCN(Cc2c(O)ccc3cc(-c4ccccc4)c(=O)oc23)CC1	288.5%[activator][57.1 µM]	-16.7%[57.1 µM]	11.5%	?	?	-19.0%	-13.5%	-21.2%	-3.7%
COc1ccc2sc(-c3ccc(N(C)C)cc3)c(-c3ccc4cc[nH]c4c3)c2c1	70.6%[activator]	-0.8%	9.7%	?	/	-19.2%	-15.3%	1.7%	1.1%
COc1ccc(S(=O)(=O)N2CCCCC2)cc1NC(=O)Cc1cccc(C(F)(F)F)c1	-12.7%	-11.6%	-0.5%	-0.5%	0.1%	-17.5%	7.8%	-9.8%	-0.1%
COC(=O)c1nc(N)sc1C(C)C	8.3%[57.1 µM]	30.9%[57.1 µM]	2.4%	-13.4%	0.5%	0.0%	-8.8%	-10.3%	-0.5%
Cc1cccc(N(C(=O)CNC(=O)c2ccco2)C(C(=O)NC2CCCCC2)c2cccnc2)c1 (configuration not stated)	15.6%[0.0914 µM]	21.0%[57.1 µM]	13.3%	1.3%	-0.3%	5.8%	-8.8%	20.4%	0.7%
COc1cccc(CNc2nc(Cl)nc3nc[nH]c23)c1	-2.1%&3.9%	5.4%&15.7%	/	/	/	/	/	15.4%&5.3%	-2.5%&1.9%

Overlap with the part before: 5 entries, then new ones.
SMILES	TrxR1 substrate	rTrxR1 inhibitor	IDH1 R132H inh	USP1-UAF1 inh	RXFP1 ag	ALOX12 inh	Vif-APOBEC3F blk	RGS4 inhibitor	Vif-APOBEC3G blk
COc1ccc2sc(-c3ccc(N(C)C)cc3)c(-c3ccc4cc[nH]c4c3)c2c1	70.6%[activator]	-0.8%	9.7%	?	/	-19.2%	-15.3%	1.7%	1.1%
COc1ccc(S(=O)(=O)N2CCCCC2)cc1NC(=O)Cc1cccc(C(F)(F)F)c1	-12.7%	-11.6%	-0.5%	-0.5%	0.1%	-17.5%	7.8%	-9.8%	-0.1%
COC(=O)c1nc(N)sc1C(C)C	8.3%[57.1 µM]	30.9%[57.1 µM]	2.4%	-13.4%	0.5%	0.0%	-8.8%	-10.3%	-0.5%
Cc1cccc(N(C(=O)CNC(=O)c2ccco2)C(C(=O)NC2CCCCC2)c2cccnc2)c1 (configuration not stated)	15.6%[0.0914 µM]	21.0%[57.1 µM]	13.3%	1.3%	-0.3%	5.8%	-8.8%	20.4%	0.7%
COc1cccc(CNc2nc(Cl)nc3nc[nH]c23)c1	-2.1%&3.9%	5.4%&15.7%	/	/	/	/	/	15.4%&5.3%	-2.5%&1.9%
COc1cccc(-c2nc(SCC(=O)NCc3ccccc3)c3c(=O)n(C)c(=O)n(C)c3n2)c1	0.2%[57.1 µM]	18.9%[57.1 µM]	/	-23.5%	-0.5%	-24.1%	/	18.6%	/
COC(=O)c1c(C(=O)OC)c2c(-c3ccccc3)cc3cccc1n32	/	/	-5.2%	?	/	-9.4%	-18.1%	/	-6.3%
Nc1cnc(Br)cc1Br	1.3%	3.6%	-3.3%	-5.4%	-0.7%	-13.4%	3.6%	0.2%	2.5%
CCn1c(NCc2ccc(OC)c(OC)c2)nc2ccccc21	61.1%[activator]	36.9%[activator]	-8.6%	-23.2%	0.0%	-4.6%	1.1%	2.9%	11.6%
CCc1cc2c(NCCN3CCCCC3)ncnc2s1	10.0%	9.7%	4.6%	-19.5%	0.4%	?	-10.2%	18.7%	-3.9%
O=S(=O)(NCc1ccco1)c1ccc(Cl)nc1	-18.8%	-29.8%	-2.0%	0.7%	0.3%	1.5%	4.0%	25.8%	0.6%
C1CN(c2nc(N3CCOCC3)nc(N3CCOCC3)n2)CCO1	1.1%	32.0%	-6.6%	-6.8%	-0.6%	/	3.4%	13.8%[11.4 µM]	1.8%
COc1ccc(NC(=O)C2(c3cccs3)CCOCC2)cc1	-4.4%	-1.6%	10.7%	0.5%	1.7%	2.6%	-2.8%	36.1%[11.4 µM]	-0.7%
C=CCN(C(=O)c1csnn1)C(C(=O)NCc1ccc(F)cc1)c1ccccc1F (configuration not stated)	4.5%	16.7%	2.2%	-14.6%	-0.2%	11.7%	1.8%	-13.5%	0.4%
CC1=CCC(Cc2nc3ccccc3o2)C1(C)C (configuration not stated)	-2.9%	-12.3%	7.3%	-7.2%	0.2%	-17.7%	2.3%	-42.5%	0.8%

Some of the compounds tested; count on the stated rates, not on these rows.
